Screens deposited in PubChem by National Center for Advancing Translational Sciences (NCATS).
GoLoco inh red – qHTS Assay for Inhibitors of RGS12 GoLoco Motif Activity (Red Fluorophore). Potency, µM (doses to about 61.6 µM), for inactives: at the top dose activity, negative = inhibition, actives largely listed as inhibitors. Guanine nucleotide-binding protein G(i) subunit alpha-1 (Homo sapiens), P63096. Gai1:RGS12 GoLoco peptide FP, rhodamine, 10 min. actives 0.44% (n = 230,000). AID 880, 2007; active = well fitted inhibition curve with a large enough effect, not every such curve was filed as active; inactive = no such curve, though single readings can be large or run the other way; also: % is scaled to controls: 0 for no effect and ±100 for the full control effect; nearly all actives have a fitted effect of over 30% in size; many of its hits are not listed in these tables
Target sequence (P63096 whole entry, looked up): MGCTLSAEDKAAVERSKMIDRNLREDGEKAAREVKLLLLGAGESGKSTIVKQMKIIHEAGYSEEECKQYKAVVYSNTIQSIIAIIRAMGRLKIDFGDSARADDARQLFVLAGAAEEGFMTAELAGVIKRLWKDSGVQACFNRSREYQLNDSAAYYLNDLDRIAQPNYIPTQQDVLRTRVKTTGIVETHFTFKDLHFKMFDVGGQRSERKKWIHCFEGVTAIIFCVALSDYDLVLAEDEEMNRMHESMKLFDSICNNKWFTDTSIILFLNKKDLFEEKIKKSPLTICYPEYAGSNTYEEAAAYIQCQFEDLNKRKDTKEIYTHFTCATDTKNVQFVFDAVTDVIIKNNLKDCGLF
IMPase Li inh – qHTS Assay for Identifying the Cell-Membrane Permeable IMPase Inhibitors: Potentiation with Lithium. CHO-M1 cells, IP1 TR-FRET (IP-One), carbachol + lithium. Potency, µM (top dose mostly 59.4 µM), for inactives: top-dose activity, negative = IMPase inhibition, usual class: inhibitors. actives 0.35% (n = 210,000). AID 1457, 2008;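 also: IP1 builds up when IMPase is blocked and the TR-FRET signal falls; plate controls were basal vehicle for no effect and high inhibitor control for full effect; nearly all actives have a fitted effect of over 50% in size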
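Concentration–response in CHO-M1 cells, lithium-potentiated; 30 min at 37C. IP1 detected by competitive TR-FRET after 10 min lysis at RT. Hill-fitted AC50.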
GAA inh – qHTS Assay for Inhibitors of Human alpha-Glucosidase as a Potential Chaperone Treatment of Pompe Disease; Potency, µM (highest dose often 76.9 µM), inactives show at the highest dose activity change, negative = inhibition, actives largely listed as inhibitors; Lysosomal alpha-glucosidase (Homo sapiens), P10253; actives 0.005% (n = 200,000); purified human GAA, 4-MU-alpha-glucoside fluorescence;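 also: plate controls were uninhibited enzyme wells for no effect and no-enzyme background for full effect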
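Human alpha-glucosidase, 4 nM, pre-mixed with test compounds before 400 uM 4-methylumbelliferyl substrate; 20 min room temperature at pH 5.0. Fluorescence read after pH 10 stop; AC50 values from Hill-equation fits.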
HTT ATP protect – qHTS Multiplex Assay to Identify Dual Action Probes in a Cell Model of Huntington: Cytoprotection (ATP). Potency, µM (series often up to 56.4 µM), for inactives: cytoprotection (ATP increase), actives largely listed as activators. actives 0.14% (n = 230,000). PC12 HTT-Q103 induced, cytoprotection, ATP luminescence, 40 h;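 also: % of control where 0% means no effect; nearly all actives have a fitted effect of over 45% in size; toxic huntingtin expression switched on by the ecdysone agonist tebufenozide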
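PC12 cells with ecdysone-inducible HTT exon 1 Q103-GFP, induced with 100 nM tebufenozide and co-treated with library compounds in a dose series (1536-well, 1500 cells/well). Cytoprotection read as ATP content by ATPlite luminescence.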
HTT aggregate – qHTS Multiplex Assay to Identify Dual Action Probes in a Cell Model of Huntington: Aggregate Formation (GFP) | PC12 HttQ103-GFP aggregates, Acumen cytometry, 40 h | Potency, µM (titrated, usually from 46.1 µM), inactives show top-dose activity change, negative = inhibition, usual class: inhibitors | actives 1.1% (n = 220,000) | AID 1688, 2009; also: % is scaled to controls: 0 for no effect and ±100 for the full control effect; nearly all actives have a fitted effect of over 60% in size
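Ecdysone-promoter PC12 model expressing HTT exon 1 Q103 fused to GFP, induced by tebufenozide at 100 nM final. Compounds titrated; aggregates sized 1–25 µm scored on a 488 nm laser cytometer.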
aGlu spleen mod – qHTS Assay for Inhibitors and Activators of Human alpha-Glucosidase From Spleen Homogenate; human spleen homogenate, 4-MU-alpha-glucoside fluorescence; actives 0.006% (n = 240,000); AID 2112, 2009; Potency, µM (highest dose often 79.9 µM), for the others: top-dose activity change, negative = inhibition, most hits filed as inhibitors;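 also: 0% = enzyme with vehicle and -100% = no enzyme basal signal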
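AC50 values come from Hill-equation fits of concentration-response data, normalized to no-enzyme and full-activity controls. Enzyme source: 1 ug human spleen homogenate; 1 mM fluorogenic 4-MU glucoside, pH 5.0 citrate buffer, 37 C, 40 min.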
GAA glycogen mod – qHTS Assay for Inhibitors and Activators of Human alpha-Glucosidase Cleavage of Glycogen; Lysosomal alpha-glucosidase (Homo sapiens), P10253; recombinant GAA, glycogen substrate, Amplex Red glucose oxidase fluorescence; Potency, µM (series often up to 76.4 µM), for the others: top-dose activity change, negative = inhibition, usual class: inhibitors; actives 0.38% (n = 300,000);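 also: 0% = full enzyme reaction and -100% = no-enzyme basal signal; the screen sought inhibitors and activators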
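Recombinant enzyme (4 nM final) with compounds titrated up to 77 uM and bovine liver glycogen (30 ug) in citrate pH 5.0, 0.01% Tween-20, 37 C 40 min. Released glucose detected by Amplex Red/glucose oxidase (Ex 573/Em 610); AC50 from Hill fits.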
* = called active by the depositor; ? = inconclusive; · = not tested or not shown; [ ] = dose if it differs, or a comment. Unless noted, calls follow the shape of the dose curve; as a rule, active = well fitted curve in the direction sought with a large enough effect; inconclusive = small, poorly fitted or top-dose-only effect, or another doubt; inactive = no such curve, though single readings can be large; an effect the other way counts as inactive or inconclusive. Potency is read from the fitted curve at half-maximal effect.

SMILES	GoLoco inh red	IMPase Li inh	GAA inh	HTT ATP protect	HTT aggregate	aGlu spleen mod	GAA glycogen mod
NS(=O)(=O)c1ccc(CNC(=O)c2ccc(Cl)c([N+](=O)[O-])c2)cc1	0%	·	·	20%[10 µM]	-18%[9.22 µM]	-6%	12%
O=C(Nc1nccs1)c1ccc(NC(=O)C2CC=CCC2C(=O)O)cc1 (centres undefined)	6%	-6%	1%	4%[10 µM]	12%[9.22 µM]	4%	7%
CCCN1C(=O)C(NC(C)=O)c2ccccc21 (centres undefined)	3%	12%[38.3 µM]	-3%	19%	29%	-5%	-1%
Cc1ccc2nc(-c3ccccc3)nc(SC(C)C(=O)NCc3cccs3)c2c1 (centres undefined)	-2%	7%[38.3 µM]	8%	-14%[10 µM]	-14%	-1%	0%
COc1ccccc1OCC(=O)Nc1nonc1NC(=O)COc1ccccc1OC	-1%	0%	-1%	·	-7%	-20%	0%
O=C(NNC(=S)NC(=O)c1ccccc1[N+](=O)[O-])c1ccccc1[N+](=O)[O-]	5%	22%[38.3 µM]	0%	16%	2%	-6%	-16%
COC(=O)NC1(C(=O)O)CCCC1	9%	·	·	7%[10 µM]	-6%[9.22 µM]	-6%	2%
O=C(c1ccc(CSc2ccccc2)cc1)N1CCCCCC1	5%	7%	-5%	·	-1%	-2%	-5%
CCc1cc2c(=O)[nH]c(Cc3ccc(Cl)cc3)nc2s1	-2%	4%[38.3 µM]	3%	-2%	-15%	-4%	4%
COc1ccccc1OCCCc1c(C)n[nH]c1C	-7%	-6%[38.3 µM]	?	5%	-3%	-3%	-6%
CN(c1ccc(OCC(=O)NC2CCCC2)cc1)S(=O)(=O)c1cccs1	5%	14%[38.3 µM]	3%	-11%	11%[9.22 µM]	5%	-2%
CCCCN1C(=O)C(O)(CC(=O)c2ccccc2OC)c2ccccc21 (centres undefined)	-1%	-3%	5%	-3%	20%	-4%	3%
COc1ccc(-c2nc3cnc(OC)nc3n(Cc3cccc(OC)c3)c2=O)cc1	19%	?	·	9%	·	1%	·
O=S(=O)(Nc1nc2ccccc2nc1Cl)c1ccccc1	·	·	2%	3%[10 µM]	-13%	-1%	14%
CS(=O)(=O)N(CC(=O)NCCSCc1cccc(Cl)c1)c1ccc2c(c1)OCO2	-5%	26%[38.3 µM]	?	-6%[0.074 µM]	-26%	-6%	0%
Cc1ccc(O)c(NC(=O)C2CC(c3ccc(F)cc3)=NO2)c1 (centres undefined)	3%	-3%	-5%	·	?	-3%	4%
CCCc1cc(C(F)(F)F)c(C#N)c(=O)[nH]1	14%	10%[38.3 µM]	?	16%	5%	19%	8%
Cc1ccc(Cn2c(=N)n(CC(=O)c3ccccc3)c3ccccc32)cc1	11%	7%	6%	·	·	4%	-10%
O=C(Nc1ccc(S(=O)(=O)NC2=NCCCCC2)cc1)c1ccco1	-5%	3%	-9%	·	-10%	3%	25%
CC1(C)Cc2c(sc3c2c(=N)n(Cc2ccco2)c(=O)n3Cc2ccccc2)CO1	-2%	56%[activator][38.3 µM]	?	-25%	?	-2%	2%
Cc1cccc(NC(=O)C2CCCN2S(=O)(=O)c2cccc3cccnc23)c1 (centres undefined)	84%[activator]	13%[38.3 µM]	0%	3%	-5%	0%	3%
CC(=O)N1CCN(Cc2nc3cc(Cl)ccc3c(=O)[nH]2)CC1	-2%	-2%	9%	2%	2%	-1%	13%
CCN(CC)CC(C)OC(=O)c1ccccc1Cl (centres undefined)	10%	-3%	-2%	-4%	-5%	-2%	-10%
Cc1cc(C)c2oc(C(=O)Nc3ccc(S(=O)(=O)N4CCC(C)CC4)cc3)cc(=O)c2c1	18%	6%	2%	-25%[0.074 µM]	12%	-5%	9%[76.3 µM]
CSC(=S)NCc1cccnc1	0%	3%	-1%	?	?	2%	-4%
COc1cccc(/C=N/NC(=O)CNC(=O)C2COc3ccccc3O2)c1O (centres undefined)	4%	-5%	-1%	34%[10 µM]	13µM*	-7%	7%
COc1ccc2c(c1)c1ncn(Cc3ccco3)c(=O)c1n2C	9%	1%[38.3 µM]	?	-29%	10µM*	2%	4%
O=c1cnnc(N/N=C/C2CC=CCC2)[nH]1 (centres undefined)	-3%	1%	2%	3%	-6%	-2%	6%
COc1ccccc1CN1CCCC2(CCN(C(=O)c3cccn3C)CC2)C1	1%	16%	·	?	·	0%	·
COc1ccc2nc(/C=N/NC(=O)CCNC(=O)OC(C)(C)C)ccc2c1	2%	·	·	-15%[10 µM]	-22%[9.22 µM]	3%	2%
C=CCSc1nnc(-c2nnc(SCC=C)n2-c2ccccc2)n1-c1ccccc1	-4%	25%[38.3 µM]	1%	-15%	7%	-1%	1%
Nc1nc(/C=C/c2cccnc2)nc(-c2ccccc2O)n1	18%	0%	-3%	-1%	-9%	1%	-9%
CC(=O)N1C(Nc2ccc(Cl)cc2)CCN1c1ccccc1 (centres undefined)	2%	4%	-3%	9%[10 µM]	-16%	5%	-6%
CCOP(=O)(OCC)C(NC(C)=O)C(=O)c1ccccc1 (centres undefined)	1%	-4%	1%	38%[10 µM]	5%	4%	0%
Cc1cc(C)c(-c2c(O)c3c(n(C)c2=O)CC(C)(C)CC3=O)c(C)c1	-3%	-1%	-4%	·	27%	-1%	-1%
CCOC(=O)N1CCC(N2C(=O)c3ccc(C(=O)NCc4ccco4)cc3C2=O)CC1	0%	20%	-10%	-8%	5%	-11%	10%
COc1ccc(CNC(=O)CNS(=O)(=O)c2ccc(Cl)cc2)cc1	8%	-4%	-3%	·	-12%	0%	-3%
Cc1cc(C)c2oc(C(=O)N(Cc3ccccc3)c3ccccn3)cc(=O)c2c1	10%	·	-6%[15.4 µM]	14%[10 µM]	-5%[9.22 µM]	-5%	4%
Cc1ccc(CSCC(N)C(=O)O)cc1 (centres undefined)	-1%	-2%	-1%	-4%[10 µM]	11%	-9%	17%
Cc1ccc(Cn2ncc3c(N4CCCC4)ncnc32)cc1	0%	25%[38.3 µM]	1%	-2%[0.074 µM]	12%	-3%	5%

Reprinted from the part before: 5 entries, then new ones.
SMILES	GoLoco inh red	IMPase Li inh	GAA inh	HTT ATP protect	HTT aggregate	aGlu spleen mod	GAA glycogen mod
CCOC(=O)N1CCC(N2C(=O)c3ccc(C(=O)NCc4ccco4)cc3C2=O)CC1	0%	20%	-10%	-8%	5%	-11%	10%
COc1ccc(CNC(=O)CNS(=O)(=O)c2ccc(Cl)cc2)cc1	8%	-4%	-3%	·	-12%	0%	-3%
Cc1cc(C)c2oc(C(=O)N(Cc3ccccc3)c3ccccn3)cc(=O)c2c1	10%	·	-6%[15.4 µM]	14%[10 µM]	-5%[9.22 µM]	-5%	4%
Cc1ccc(CSCC(N)C(=O)O)cc1 (centres undefined)	-1%	-2%	-1%	-4%[10 µM]	11%	-9%	17%
Cc1ccc(Cn2ncc3c(N4CCCC4)ncnc32)cc1	0%	25%[38.3 µM]	1%	-2%[0.074 µM]	12%	-3%	5%
Nc1nc(NCc2ccco2)nc(N2CCOCC2)c1[N+](=O)[O-]	13%	·	·	-1%[10 µM]	-13%[9.22 µM]	-6%	-14%
Cc1ccccc1Nc1nc2ccccc2s1	-1%	5%	-26%	-10%[10 µM]	-14%	-4%	15%
CCCCn1c(SCC(=O)NCc2ccco2)nnc1-c1ccoc1C	13%	7%[38.3 µM]	-1%	-12%	2%	0%	3%
CC(=O)c1ccc(Nc2cc(C)nc3ccccc23)cc1	6%	11%	0%	-71%[inhibitor]	5%	-2%	-3%
Cc1oc2ccc(OS(C)(=O)=O)cc2c1C(=O)OC(C)C	9%	-2%	?	-37%[inhibitor]	-22%	-1%	-1%
O=C(Nc1nccs1)C1CCCN1S(=O)(=O)c1ccc(F)cc1 (centres undefined)	6%	20%[38.3 µM]	?	20%	?	2%	3%
O=c1c(-c2ccccc2)coc2c(CN3CCCC3)c(O)ccc12	-2%	-29%[38.3 µM]	14%	8%	-23%	10%	1%
NNC(=O)c1ccc2[nH]c3c(c2c1)CCCC3	-2%	1%	-1%	-50%[inhibitor]	-1%	0%	-21%
O=C(c1n[nH]c(=O)c2ccccc12)N1CCN(c2ccccc2)CC1	2%	-8%[38.3 µM]	4%	-5%	15%	-10%	-1%
Nc1[nH]c(N=NC(=O)c2ccccc2O)c2ccccc12	22%	13%	-2%	·	-28%	-8%	-6%
CC1CCN(c2nc(Cl)nc(Nc3ccc([N+](=O)[O-])cc3)n2)CC1	7%	19%	-6%	·	-23%	-1%	4%
CC(NC(=O)c1ccc(Br)s1)c1ccncc1 (centres undefined)	-14%	-9%	2%	-27%	20%[9.22 µM]	-1%	14%
CCc1ccc(OCC(=O)Nc2cccc3c2CCCC3)cc1	8%	-1%	0%	?	13%	1%	7%
COc1ccccc1NC(=O)c1ccccc1C(=O)O	0%	4%	3%	15%[10 µM]	12%[9.22 µM]	-2%	3%
Cc1cccc(NC(=O)Cn2c(O)c(N=NC(=O)c3ccncc3)c3ccccc32)c1	-5%	6%	?	·	?	-5%	-9%
COc1ccc(CC(=O)OCCN(C)C)cc1	4%	16%[38.3 µM]	?	17%	18%[9.22 µM]	-14%	5%
C=CCN(CC=C)Cc1c(C)[nH]c2c(C)c(C)ccc2c1=O	5%	4%	-7%	13%[10 µM]	0%[9.22 µM]	-5%	-12%
CCn1c(=O)c(C(=O)NCCN2CCCCC2)c(O)c2ccccc21	-3%	-15%[38.3 µM]	2%	-11%	1%	-7%	-9%
CC(C)NCCCOc1ccc(C(C)(C)c2ccccc2)cc1	126%	39%[activator][38.3 µM]	-3%	-21%	16%	-7%	2%
CCOc1ccc(NC(=O)c2cn(CC(C)C)c(=O)c3c2c2ccccc2n3C)cc1	3%	-13%	0%	-21%[10 µM]	14%	2%	7%
COc1ccccc1NC(=O)CN1CCN(CC(=O)Nc2ccc3c(c2)OCO3)CC1	-8%	25%[38.3 µM]	-2%	-7%	7%	-7%	10%
CCC(=O)Nc1ccccc1C(=O)N1CCN(Cc2ccccc2)CC1	4%	3%[38.3 µM]	-9%	-5%	-10%	1%	3%

These rows are one share of the data. The share of hits here may be higher or lower than overall.
